# Y pestis TopoI = Yersinia pestis topoisomerase I inhibitors, primary screen, biochemical, cleavage product accumulation, plate reader, single point; activity, % at 10 µM; hit rate 0.064% among 360,000; Y. pestis Topo-I cleavage product accumulation; DNA topoisomerase I (Yersinia pestis CO92); in the data active = activity above about 50%, passing the limit was not always enough; note: inactives centre near 2
# PfHsp40 yeast = rescue of yeast from PfHsp40 toxicity, primary screen, S. cerevisiae, ATP luminescence; S. cerevisiae expressing PfHsp40, growth rescue; growth rescue, % at 12.5 µM; hit rate 0.68% among 340,000; AID 504582, 2011; in the data active = growth rescue above about 28%, passing the limit was not always enough;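 note: yeast W303a lacking pdr1 and pdr3 grown in galactose medium; growth measured after three days at 30 °C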
# Mtb FBA inh = Mtb FBA enzyme inhibitors, primary screen, biochemical, fluorescence, strain H37Rv; Fructose-bisphosphate aldolase (Mycobacterium tuberculosis (strain ATCC 25618 / H37Rv)), …; purified M. tuberculosis FBA, fluorescence read-out; inhibition, % at 1 µM; hit rate 2.3% among 360,000; AID 588726, 2011; in the data active = inhibition above about 27%;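 note: 0% = vehicle and 100% = reference inhibitor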
# Mtb UGM inh = M. tuberculosis UGM enzyme inhibitors, primary screen, biochemical, fluorescence polarization, single point. purified UGM, fluorescence polarization probe displacement. AID 504406, 2011. hit rate 0.06% among 320,000. inhibition, % at 10 µM. UDP-galactopyranose mutase (Mycobacterium tuberculosis (strain ATCC 25618 / H37Rv)), …; in the data active = inhibition above about 10%, passing the limit was not always enough
# FadD28 binding = inhibitors of FadD28 bisubstrate probe binding, primary screen, biochemical, fluorescence polarization, single point; AID 588549, 2011; hit rate 0.22% among 360,000; inhibition, % at 12.5 µM; in the data active = inhibition above about 8.5%, passing the limit was not always enough
# TcdB inh = TcdB glycohydrolase inhibitors, primary screen, biochemical, single point, plate reader | inhibition, % at 9.99 µM | TcdB glycohydrolase enzymatic assay | hit rate 0.24% among 350,000 | Toxin B (Clostridioides difficile), P18177; in the data active = inhibition above about 10%
# Target sequence (P18177 whole entry, looked up): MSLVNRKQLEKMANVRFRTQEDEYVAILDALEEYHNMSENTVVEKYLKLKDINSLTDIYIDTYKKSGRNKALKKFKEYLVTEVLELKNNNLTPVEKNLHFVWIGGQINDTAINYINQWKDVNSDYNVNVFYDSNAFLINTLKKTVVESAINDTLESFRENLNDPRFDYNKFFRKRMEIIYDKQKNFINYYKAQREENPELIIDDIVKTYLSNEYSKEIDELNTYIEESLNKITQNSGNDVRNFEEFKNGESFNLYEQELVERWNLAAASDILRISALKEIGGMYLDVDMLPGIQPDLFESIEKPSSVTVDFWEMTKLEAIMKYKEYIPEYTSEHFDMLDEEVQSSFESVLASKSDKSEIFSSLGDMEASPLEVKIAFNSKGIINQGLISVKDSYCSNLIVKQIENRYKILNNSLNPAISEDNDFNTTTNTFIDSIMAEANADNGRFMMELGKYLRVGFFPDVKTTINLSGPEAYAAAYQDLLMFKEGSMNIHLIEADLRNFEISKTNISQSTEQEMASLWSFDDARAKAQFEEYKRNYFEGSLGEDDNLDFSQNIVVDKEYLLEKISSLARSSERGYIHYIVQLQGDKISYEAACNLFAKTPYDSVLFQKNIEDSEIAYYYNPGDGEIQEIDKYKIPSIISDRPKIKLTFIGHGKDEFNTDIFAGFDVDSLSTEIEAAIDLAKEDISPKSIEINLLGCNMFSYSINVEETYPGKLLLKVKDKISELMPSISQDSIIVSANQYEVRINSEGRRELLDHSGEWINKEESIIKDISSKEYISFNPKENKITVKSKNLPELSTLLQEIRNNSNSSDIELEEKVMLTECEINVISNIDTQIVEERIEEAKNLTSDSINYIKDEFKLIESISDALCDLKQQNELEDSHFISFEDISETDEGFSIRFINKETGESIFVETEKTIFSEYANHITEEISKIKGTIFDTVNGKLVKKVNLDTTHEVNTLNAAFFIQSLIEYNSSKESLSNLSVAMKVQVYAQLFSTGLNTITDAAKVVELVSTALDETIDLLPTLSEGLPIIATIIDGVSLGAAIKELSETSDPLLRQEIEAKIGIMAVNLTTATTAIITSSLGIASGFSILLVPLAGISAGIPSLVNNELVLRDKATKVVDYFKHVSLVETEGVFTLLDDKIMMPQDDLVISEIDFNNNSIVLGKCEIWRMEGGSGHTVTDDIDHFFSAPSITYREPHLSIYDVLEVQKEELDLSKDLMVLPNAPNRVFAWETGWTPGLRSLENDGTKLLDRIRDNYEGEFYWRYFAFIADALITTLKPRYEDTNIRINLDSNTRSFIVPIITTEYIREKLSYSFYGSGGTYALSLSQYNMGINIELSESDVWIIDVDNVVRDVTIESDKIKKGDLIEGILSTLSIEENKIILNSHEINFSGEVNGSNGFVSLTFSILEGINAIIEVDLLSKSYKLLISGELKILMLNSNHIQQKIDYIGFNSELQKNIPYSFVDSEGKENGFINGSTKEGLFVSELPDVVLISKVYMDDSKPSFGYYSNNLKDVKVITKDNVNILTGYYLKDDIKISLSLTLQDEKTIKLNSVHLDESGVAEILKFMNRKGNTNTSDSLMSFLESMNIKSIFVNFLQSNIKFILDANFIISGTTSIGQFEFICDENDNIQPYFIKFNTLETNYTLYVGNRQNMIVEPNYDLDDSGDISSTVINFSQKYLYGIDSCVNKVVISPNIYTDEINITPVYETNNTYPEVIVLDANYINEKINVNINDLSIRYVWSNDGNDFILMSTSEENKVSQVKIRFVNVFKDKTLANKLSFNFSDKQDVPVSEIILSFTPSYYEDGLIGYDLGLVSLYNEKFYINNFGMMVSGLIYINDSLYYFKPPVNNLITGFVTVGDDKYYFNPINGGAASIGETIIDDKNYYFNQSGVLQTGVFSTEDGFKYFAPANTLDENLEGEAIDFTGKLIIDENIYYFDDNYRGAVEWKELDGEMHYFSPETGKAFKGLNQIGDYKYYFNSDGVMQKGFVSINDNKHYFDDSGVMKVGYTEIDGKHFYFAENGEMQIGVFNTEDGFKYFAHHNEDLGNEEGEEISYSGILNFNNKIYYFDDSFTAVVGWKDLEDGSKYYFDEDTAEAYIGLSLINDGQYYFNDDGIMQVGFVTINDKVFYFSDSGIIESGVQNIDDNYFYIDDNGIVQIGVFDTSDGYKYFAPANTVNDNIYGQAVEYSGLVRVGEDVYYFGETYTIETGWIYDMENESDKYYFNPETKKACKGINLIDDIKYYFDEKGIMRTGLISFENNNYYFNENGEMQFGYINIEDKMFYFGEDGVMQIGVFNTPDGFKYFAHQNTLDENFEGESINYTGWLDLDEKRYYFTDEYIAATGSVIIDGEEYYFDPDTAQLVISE
# GDH-TPI inh = GDH-TPI coupling enzyme inhibitors, primary screen, artefact control for M. tuberculosis FBA inhibitor project, biochemical, absorbance, full deck; GDH-TPI coupled enzyme counterscreen, NADH absorbance; inhibition, % at 4.8 µM; hit rate 1.2% among 360,000; AID 588335, 2011; in the data active = inhibition above about 30%;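 note: 0% = DMSO wells and 100% = wells lacking the enzyme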
# BH1578 lux ind = inducers of Vibrio cholerae quorum light production without autoinducers, primary screen, BH1578 luxS cqsA deficient, single point. V. cholerae BH1578 lux reporter, luminescence, 6 h. activation, % at 18.7 µM. hit rate 0.16% among 350,000. AID 588436, 2011; in the data active = activation mostly above about 9.7%, no sharp cut-off; note: not every result past the cut was called active; inactives centre near 0; reference of the scale not given here
# BioA inh = M. tuberculosis BioA enzyme inhibitors, primary screen, biochemical, plate reader, single point, HTS; inhibition, % at 9.99 µM; 7,8-diaminopelargonic acid synthase BioA (Mycobacterium tuberculosis); hit rate 0.096% among 360,000; purified M. tuberculosis BioA enzyme; in the data active = inhibition above about 40%
# Numbers without * were called inactive; i = inactive; · = no result given; & = joins results of further samples.
# Sample of the layout (5 entries):
SMILES,Y pestis TopoI,PfHsp40 yeast,Mtb FBA inh,Mtb UGM inh,FadD28 binding,TcdB inh,GDH-TPI inh,BH1578 lux ind,BioA inh
COc1ccc(C2/C(=C(/O)c3ccc(C)cc3)C(=O)C(=O)N2C)c(OC)c1 (configuration not stated),3,3.4,-2,0.2,-2.4,0.9,18,i,-0.7
CCCCCC(=O)Nc1cc(S(=O)(=O)N2CCCCC2)ccc1N1CCOCC1,16,-0.1,3,-0.4,0.0,0.6,6,·,-1.1
CCOc1ncccc1C(=O)NCCc1c[nH]c2ccccc12,-7,0.0,0,-4.4,-1.1,0.2,8,i,-1.3
O=C(c1cccc(OC2CCN(Cc3cccc(OCCO)c3)CC2)c1)N1CCCC1,20,-1.2,2,-2.9,·,1.0,-2,-0.4,-5.9
COc1cc(Cl)c(C)cc1Nc1ncccn1,-8,-0.6,2,-0.5,1.7,0.7,7,-0.3,-8.9

# Main list, from the start:
SMILES,Y pestis TopoI,PfHsp40 yeast,Mtb FBA inh,Mtb UGM inh,FadD28 binding,TcdB inh,GDH-TPI inh,BH1578 lux ind,BioA inh
COc1ccc(C2/C(=C(/O)c3ccc(C)cc3)C(=O)C(=O)N2C)c(OC)c1 (configuration not stated),3,3.4,-2,0.2,-2.4,0.9,18,i,-0.7
CCCCCC(=O)Nc1cc(S(=O)(=O)N2CCCCC2)ccc1N1CCOCC1,16,-0.1,3,-0.4,0.0,0.6,6,·,-1.1
CCOc1ncccc1C(=O)NCCc1c[nH]c2ccccc12,-7,0.0,0,-4.4,-1.1,0.2,8,i,-1.3
O=C(c1cccc(OC2CCN(Cc3cccc(OCCO)c3)CC2)c1)N1CCCC1,20,-1.2,2,-2.9,·,1.0,-2,-0.4,-5.9
COc1cc(Cl)c(C)cc1Nc1ncccn1,-8,-0.6,2,-0.5,1.7,0.7,7,-0.3,-8.9
CCOc1ccc(C(C)=O)cc1COC(=O)CNC(=O)C12CC3CC(CC(C3)C1)C2,-1,1.3,2,-2.9,0.4,0.4,4,0.8,0.6
Clc1nc(Cl)c2ncn(-c3ccccc3)c2n1,5,2.4,5,·,-1.0,2.3,12,0.8,-0.7
O=C(OCC(=O)N1CCCC1)c1cccc(Br)c1,5,1.3,2,2.4,-0.2,-0.8,-1,-1.0,-0.8
COc1ccc(C(N)=S)c(OC)c1,-6,-0.6,1,-0.8,-0.3,1.4,4,-0.4,·
Oc1cccc2ccc[n+](CC(O)Cn3c4ccccc4c4ccccc43)c12 (configuration not stated),-28,0.8,-1,-1.2,-0.2,·,7,i,-0.5
C=CCC1(C#N)C(SC)=NC2=C(C(=O)CC(C)(C)C2)C1c1ccc(Br)cc1 (configuration not stated),26,0.1,-4,0.4,-4.3,·,9,i,·
Cc1cc(NC(=O)C(C)C)ncc1NC(=O)CCc1ccccc1,2,-0.6,-3,-0.9,0.8,4.0,6,0.4,-1.3
COc1ccc(C(=O)C2CCN(CC(=O)Nc3ccccc3F)CC2)cc1,21,1.2,0,-2.0,-1.1,0.3,5,-0.3,4.0
COc1ccc(Cc2nnc(NS(=O)(=O)c3ccc(Cl)cc3)s2)cc1OC,15,-1.3,4,0.8,-3.1,-2.5,5,-0.5,·
Cc1noc(C)c1COc1cccc(C(=O)Nc2ccccc2N2CCOCC2)c1,-12,-0.5,3,-1.2,0.3,1.2,9,2.0,·
CC(C)Cn1c(N)c(C=O)c(=O)[nH]c1=O,11,-1.6,1,0.4,1.7,1.0,-3,-0.3,·
C=CCN1C(=O)NC(=O)/C(=C/c2cccn2C)C1=O,-2,-1.8,-24,-1.1,-2.6,·,-3,i,-1.1
O=C(CSc1n[nH]c(-c2ccncc2)n1)Nc1ccc(Cl)c(C(=O)O)c1,4,-1.9,0,2.5,-2.0,-1.4,1,-0.4,·
CCOc1ccc(-c2ccc(SCC(=O)Nc3nnc(CC)s3)nn2)cc1,22,-0.2,0,1.7,-0.1,0.2,-2,-0.6,·
COc1ccc(N2CCN(C(=O)COC(=O)/C=C/c3ccc(OC(F)F)cc3)CC2)cc1,4,0.7,2,·,-1.9,0.8,4,i,-1.8
COc1ccc(C(=O)C2CCCN(Cc3ccccn3)C2)c(OC)c1 (configuration not stated),-3,0.0,-2,-2.5,-5.1,0.5,-4,-0.2,·
CCCCOc1ccc(C(=O)CCN2CCOCC2)cc1,-7,5.9,0,-0.9,-1.7,1.3,4,-0.2,·
COc1ccc(C(=O)CN2C3=NCCCN3c3ccccc32)cc1OC,-3,-0.6,4,-1.3,-1.9,·,10,-0.3,·
COC(=O)c1ccc(C(=O)OC)c(NC(=O)CS(=O)(=O)Cc2ccccc2)c1,9,-0.1,10,3.2,1.7,·,-7,-1.4,3.3
COc1ccc2nc(C)cc(SCC(NC(C)=O)C(=O)OC(C)C)c2c1 (configuration not stated),-1,-0.5,5,-0.8,-3.5,0.8,1,-0.7,·

# Next part
SMILES,Y pestis TopoI,PfHsp40 yeast,Mtb FBA inh,Mtb UGM inh,FadD28 binding,TcdB inh,GDH-TPI inh,BH1578 lux ind,BioA inh
O=C(NCCOc1ccccc1F)C1CC(=O)N(Cc2ccccc2)C1 (configuration not stated),10,-1.2,0,-0.1,0.3,1.2,4,i,1.4
FC(F)Sc1ccc(NC(=S)NC2CCCCC2)cc1,-5,0.2,1,-4.1,0.4,·,-3,-0.4,1.2
O=C(COc1ccccc1)N1CCN(C(=O)c2cccs2)CC1,0,-1.4,5,1.1,-0.6,·,6,i,23
NC(=O)Cc1ccc(C(=O)c2ccc(Cl)cc2Cl)s1,-1,-0.1,-1,-2.8,-1.5,0.5,12,-0.9,·
CSc1nnc(-c2ccc(S(=O)(=O)N3CCOCC3)cc2)n1CC1CCCO1 (configuration not stated),0,1.0,19,-1.3,-2.7,·,7,-1.9,-0.5
Cc1ccccc1NC(=O)c1cnn(-c2ccccc2)c1C,2,-1.0,-1,-2.7,-0.8,0.1,0,-0.1,0.0
CCCCNC(=O)CS(=O)Cc1nc(-c2cccs2)oc1C (configuration not stated),-5,-0.1,4,-1.7,0.2,0.9,-4,-0.2,0.3
Cc1csc(NC(=O)c2ccncc2)n1,2,0.7,1,1.7,-2.3,3.1,10,i,-0.7
COc1ccc(C[C@@H]2CN3C(=NC[C@@H]3C)N2C[C@H](C)NC(=O)c2ccc(C)c(Br)c2)cc1,6,-0.3,-1,1.1,-2.6,0.4,0,i,-1.7
Fc1cc(Br)ccc1COc1ccc(-c2nnco2)cc1,7,1.3,-5,-0.5,-4.2,0.2,1,-0.4,2.8
CC(=O)Nc1ccc(CN2CCN(CC(C)C)C(CCO)C2)cc1 (configuration not stated),-2,-0.9,6,-0.2,0.2,1.5,-2,0.2,·
N#C/C(=C/c1ccc(N2CCCCCC2)o1)c1ccc(Cl)cc1,7,0.6,-1,1.3,-2.7,·,14,i,-0.8
COC(=O)c1cc(C#N)c(Oc2ccc(F)cc2)nc1C,-2,14,1,-1.1,-0.8,·,3,0.0,0.6
CCNc1nc(NCC)nc(Nn2cnnc2)n1,-1,0.1,-2,-0.8,-1.4,-0.1,-10,-0.1,-1.4
O=C(NCc1ccccc1Cl)C1CCN(S(=O)(=O)c2ccc(-n3cnnn3)cc2)CC1,2,-0.3,-1,-2.6,-3.6,-0.2,-3,-0.3,-1.2
O=C(CSc1nc(O)cc(=O)[nH]1)C1CC1,1,-0.7,0,1.8,-2.0,·,1,i,-0.5
CC(Cc1ccccc1)NC(=O)CN1C(=O)c2ccccc2S1(=O)=O (configuration not stated),-3,1.7,0,1.2,-0.5,1.0,-4,0.0,-0.2
CC(C)CSc1nc2c(=O)[nH][nH]c(=O)c2n1Cc1ccccc1,4,1.7,1,4.2,-1.0,·,10,i,-1.3
O=C(CC1(C(=O)O)CCCC1)N1CCOCC1,12,-1.7,0,1.5,-4.0,·,-1,-0.4,·
COc1cc(/C=C(\C#N)c2nc3ccccc3[nH]2)cc(OC)c1O,-21,-1.3,-14,-18,4.6,-52,7,-0.8,·
c1ccc(CSc2ccc(-c3cccs3)nn2)nc1,17,0.5,6,-3.2,-2.1,0.2,13,i,·
Cc1ccc(-n2nc(C)c(/C=N/n3c(C)n[nH]c3=S)c2Cl)cc1,6,1.2,-3,1.5,-0.6,0.0,1,i,·
CCn1c(SCC(=O)N2CCC(C)CC2)nc2c(c1=O)SC(C)C2 (configuration not stated),12,-1.2,-1,0.9,-1.5,-0.5,13,i,28
O=C(NCCCCCCNC(=O)OCCO)OCCO,-11,0.1,-1,0.4,-3.2,0.1,5,-0.5,·
Cc1cc2ccccn2c1C(=O)c1cc([N+](=O)[O-])cc([N+](=O)[O-])c1,6,-0.9,-6,-1.0,0.6,0.2,3,-0.3,·

# Additional entries:
SMILES,Y pestis TopoI,PfHsp40 yeast,Mtb FBA inh,Mtb UGM inh,FadD28 binding,TcdB inh,GDH-TPI inh,BH1578 lux ind,BioA inh
CC(=O)Nc1ccc(C(=O)N2CCCCC2c2cc(C(=O)NC(C)C)no2)cc1 (configuration not stated),2,·,-1,·,2.2,-3.5,2,-0.4,-2.9
C[C@H](CO)N1C[C@H](C)[C@@H](CN(C)C(=O)NC2CCCCC2)Oc2c(NC(=O)C3CCCCC3)cccc2C1=O,13,2.4,-1,0.8,-1.3,0.5&-0.8,4,5.2,-1.2&-1.6
C[C@@H]1CN([C@@H](C)CO)C(=O)c2cc(NC(=O)C3CC3)ccc2O[C@H]1CN(C)C,13,-1.1,8,0.7,-0.6,-0.8&1.1,7,0.6,-3.5&4.3
COc1ccccc1OCC(=O)N/N=C(\C)c1ccc2ccccc2c1,21,·,3,·,-2.2,-0.8,-3,-0.4,0.0
COC(=O)c1cc(NC(C)=O)ccc1N1CCOCC1,-6,-0.7,-1,0.3,1.4,0.1,1,2.2,·
CC(NS(=O)(=O)c1ccccc1)C(c1cccs1)N1CCN(c2ccccc2)CC1 (configuration not stated),2,2.1,0,1.4,-2.4,·,7,-0.2,0.2
O=[N+]([O-])c1ccc2cc[nH]c2c1,-9,0.2,-1,·,-0.1,-0.6,18,-4.3,0.5
CCN1CCN(C(=O)c2nn(-c3ccccc3)c(=O)c3ccccc23)CC1,6,-2.0,4,1.5,-1.2,·,1,i,0.9
COCCN(C(=O)c1cc(S(=O)(=O)N2CCCCC2)ccc1Cl)c1c(N)n(CC(C)C)c(=O)[nH]c1=O,-12,-0.7,2,·,-1.0,1.4,3,5.6,-1.8
Cc1ccc(C2=NN(CCC(=O)NCc3ccc4c(c3)OCO4)C(=O)CC2)cc1,25,-0.7,-4,-0.1,-1.3,0.1,9,-4.5,·
CCOC(=O)CNc1nc(C(C)(C)C)nc2c1nnn2Cc1ccccc1Cl,-10,-0.8,-2,0.1,0.1,·,17,-2.2,·
CCN1CCN(C(=O)c2ccc3c(c2)N(Cc2ccccc2)C(=O)c2ccccc2S3=O)CC1 (configuration not stated),15,-0.5,-1,2.2,-1.4,6.1,1,-0.2,0.0
O=C(COC(=O)CCC1CCCC1)NCc1ccc(Cl)cc1,24,-1.2,0,-2.1,-1.8,1.7,2,i,-0.7
COc1cc(OC)cc(-c2c(C#Cc3ccsc3)c3cc(-c4ccc(OC)c(OC)c4)ccc3n2C)c1,-8,0.2,19,-0.7,-1.0,1.1,44*,-0.4,-3.2
O=c1c(C(c2ccc(Cl)cc2)c2c(O)nc3n(c2=O)CCCS3)c(O)nc2n1CCCS2,2,-0.9,1,-1.6,-1.2,0.7,3,-0.5,·
CSc1nsc(N/N=C/c2ccccc2)c1C#N,-14,0.7,0,-2.1,-3.6,-23,8,-0.3,·
Cc1c(NC(=O)COC(=O)c2ncc(Cl)c(Cl)c2Cl)c(=O)n(-c2ccccc2)n1C,-3,-1.3,-4,2.7,-1.1,1.5,7,i,-1.9
O=C(NCc1ccco1)/C(=C/c1ccccc1F)NC(=O)c1ccccc1,2,-0.5,-2,2.3,-1.1,-0.7,3,-0.2,-0.8
CNC1(c2nnnn2-c2c(C)cccc2C)CCOC(C)(C)C1 (configuration not stated),2,0.5,0,1.6,-1.1,1.1,-15,0.8,1.2

# High-throughput results: PubChem, several laboratories
